MrgX1 allo act: positive allosteric modulators of MrgX1, primary screen, HEK293 cells, Fluo-4 calcium flux; 310,000 compounds, 0.63% hits; B-score at 10 µM; Mas-related G-protein coupled receptor member X1 (Homo sapiens), Q96LB2; FDSS; hits give high values;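 active = plate-corrected calcium response at least 3 library SD above typical, normal starting fluorescence, not activating the receptor alone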;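 also: compound read alongside a low EC10 to EC30 dose of BAM8-22 agonist; peak minus trough fluorescence over baseline measured at the second addition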
AI-2 QS mod: Vibrio harveyi AI-2 quorum sensing modulators, primary screen, JMH597 strain, luminescence/OD600 ratio; activity change, % at 7.5 µM; 300,000 compounds, 0.4% hits; AID 2094, 2009; Vibrio harveyi JMH597 AI-2 luminescence/OD600 ratio, 9 h; hits give low values; strain lacks LuxN and CqsS sensors; 0 = neutral-control median; in the data active = activity change below about -75%, passing the limit was not always enough;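 also: luminescence divided by OD600 gain over 9 h not by final OD600 alone; inactives centre near 13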
TRPC6 inh: mouse TRPC6 channel inhibitors, primary screen, cell-based, HEK293, membrane potential dye; AID 2553, 2010; B-score at 10 µM; ACh-evoked depolarization; hits give low values; 310,000 compounds, 1.1% hits; Short transient receptor potential channel 6 (Mus musculus), Q61143;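 active = B-score under library mean minus 3 SD, initial fluorescence not abnormally high, positive integrated signal ratio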;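 also: B-score derived from integrated fluorescence ratio over the kinetic read; more negative B-score means stronger inhibition of depolarization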
Target sequence (Q61143 whole entry, looked up): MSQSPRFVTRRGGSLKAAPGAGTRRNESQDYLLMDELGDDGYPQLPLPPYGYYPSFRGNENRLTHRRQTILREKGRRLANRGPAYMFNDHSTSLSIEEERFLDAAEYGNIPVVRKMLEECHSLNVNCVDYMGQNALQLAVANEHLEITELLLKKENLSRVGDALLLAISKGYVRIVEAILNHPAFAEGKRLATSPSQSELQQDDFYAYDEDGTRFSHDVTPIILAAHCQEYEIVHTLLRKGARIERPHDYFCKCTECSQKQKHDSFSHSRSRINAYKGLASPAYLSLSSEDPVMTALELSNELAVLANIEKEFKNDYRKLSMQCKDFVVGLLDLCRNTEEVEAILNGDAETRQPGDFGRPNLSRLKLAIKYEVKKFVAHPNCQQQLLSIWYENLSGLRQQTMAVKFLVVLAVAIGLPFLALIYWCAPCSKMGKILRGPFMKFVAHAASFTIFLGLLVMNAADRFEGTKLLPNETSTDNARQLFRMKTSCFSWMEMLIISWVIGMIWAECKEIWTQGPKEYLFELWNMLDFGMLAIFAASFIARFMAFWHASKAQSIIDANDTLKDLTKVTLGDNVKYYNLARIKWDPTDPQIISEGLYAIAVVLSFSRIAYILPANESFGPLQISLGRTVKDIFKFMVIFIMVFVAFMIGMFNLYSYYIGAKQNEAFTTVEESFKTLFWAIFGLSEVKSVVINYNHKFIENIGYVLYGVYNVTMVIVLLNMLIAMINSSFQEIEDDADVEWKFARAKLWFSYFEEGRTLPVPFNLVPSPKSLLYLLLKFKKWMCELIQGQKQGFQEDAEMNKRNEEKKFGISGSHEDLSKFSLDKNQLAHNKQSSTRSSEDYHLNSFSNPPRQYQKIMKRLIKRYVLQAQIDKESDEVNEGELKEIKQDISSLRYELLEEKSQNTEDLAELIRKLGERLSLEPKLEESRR
PolyA inhibitor: polyadenylation inhibitors in yeast reporter cells, primary screen, luminescence, S. cerevisiae | S. cerevisiae SKY197-pL101 polyadenylation reporter, beta-gal luminescence; efflux-impaired pdr1/pdr3 knockout yeast; score 100 = 6 SD above DMSO | calls only at 12 µM | 300,000 compounds, 0.02% hits;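 active = lowest replicate activity score at least 50, where 100 means six control SD above control mean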;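 also: yeast exposed to compound for 9 h at 30 °C; higher score means more reporter readthrough which indicates perturbed polyadenylation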
TRPC4 inh: inhibitors of mouse TRPC4 channel, primary screen, Fluo4 calcium, HEK293 TRPC4beta/mu-opioid cells | Short transient receptor potential channel 4 (Mus musculus), Q9QUQ5 | DAMGO-evoked Fluo4 calcium flux; hits give low values | B-score at 10 µM | 300,000 compounds, 0.39% hits | AID 2247, 2010;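 active = B-score over 3 SD under the library average, no early fluorescence shift, positive overall ratio signal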
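material = TRPC4beta/mu-opioid receptor HEK293 cell line | probe or stimulus = sequential submaximal and maximal DAMGO stimulation | compound dosing = one concentration per compound | measured by = Fluo4 Ca2+ flux fluorescence | evaluation = integrated fluorescence ratio relative to baseline, converted to per-well B score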
MrgX1 ag: agonists of human MrgX1 receptor, primary screen, HEK293 cells, Fluo-4 calcium flux | Mas-related G-protein coupled receptor member X1 (Homo sapiens), Q96LB2 | AID 588627, 2011 | 310,000 compounds, 0.44% hits | Fluo-4 calcium fluorescence, agonist mode; hits give high values | B-score at 10 µM;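 active = calcium response B-score plate-corrected fluorescence ratio at least 3 library SD, with starting fluorescence B-score inside 5 SD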
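times = overnight plating, then 30 min 37 °C plus 30 min room-temperature dye loading | assay system = stable human MrgX1 HEK293 cell line | input = fifteen thousand cells per well | signal = kinetic calcium dye fluorescence, Fluo-4 NW | dosing = compound delivered in addition one of three | read-out = B-scored fluorescence response ratio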
TRPC6 activator: mouse TRPC6 channel activators, primary screen, cell-based, HEK293, membrane potential dye; B-score at 10 µM; 310,000 compounds, 0.13% hits; HEK293-TRPC6 membrane potential dye fluorescence; hits give high values;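 active = B-score of the integrated fluorescence ratio above library mean plus 3 SD, and starting fluorescence ratio within library mean plus 5 SD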;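 also: higher score means more depolarization so channel activation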
TRPC4 agonist: activators of mouse TRPC4 channel, primary screen, Fluo4 calcium, HEK293 TRPC4beta/mu-opioid cells. Fluo4 calcium fluorescence; hits give high values. B-score at 10 µM. 310,000 compounds, 0.49% hits;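 active = B-score above 5 SD of library B-scores, and initial fluorescence ratio not above library mean plus 5 SD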;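 also: positive B-score marks a calcium rise read as TRPC4 activation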
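Assay system: HEK293 stable line with TRPC4beta plus mu-opioid receptor. Times: dye 45 min RT, read 110 s. Measured by: kinetic Fluo4 calcium fluorescence. Measure: B score of integrated ratio. Controls: assay buffer as low control, maximal DAMGO as high control.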
MrgX1 antagonist: antagonists of human MrgX1 receptor, primary screen, HEK293 cells, Fluo-4 calcium flux. 310,000 compounds, 1.3% hits. AID 588676, 2011. Mas-related G-protein coupled receptor member X1 (Homo sapiens), Q96LB2. B-score at 10 µM. BAM8-22 antagonism; hits give low values;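 active = calcium-response B-score plate-corrected more than 3 library SD below zero, starting fluorescence within 5 deviations, no agonist response on first addition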;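 also: peak minus trough fluorescence over baseline after final BAM8-22 challenge near maximal dose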
TRPC4 potent: positive allosteric modulators of TRPC4, primary screen, cell-based, mouse TRPC4beta, HEK293 mu-opioid, Fluo-4 calcium. Short transient receptor potential channel 4 (Mus musculus), Q9QUQ5. DAMGO EC20, Fluo-4 Ca2+ flux; hits give high values. B-score at 10 µM. 310,000 compounds, 0.42% hits;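 active = B-score of calcium response area above 5 SD of library B-scores, with initial fluorescence ratio within 5 SD of library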;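 also: B-score of integrated fluorescence ratio over time as area under calcium response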
HIF act: HIF pathway transcriptional activators, primary screen, cell-based, U2OS HRE-luciferase, luminescence | U2OS HRE-luciferase reporter; normalized: DMSO 0%, desferrioxamine 100% | activation, % at 7.5 µM (by protocol) | 300,000 compounds, 0.32% hits | AID 1910, 2009;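 active = mean activation of at least 10% of the iron chelator positive control signal, with at least half of replicates also reaching 10%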
Numbers without * were called inactive; i = inactive; / = not tested or not shown. An excerpt, so the mix of outcomes need not match the whole.

Values run as follows: TRPC4 potent	MrgX1 ag	MrgX1 antagonist	HIF act	AI-2 QS mod	TRPC6 activator	TRPC6 inh	TRPC4 agonist	MrgX1 allo act	TRPC4 inh	PolyA inhibitor
- N#Cc1ccccc1OCCn1cncn1
→ i	i	i	-0.6	8.2	i	i	i	i	i	i
- O=C(Oc1c(Cl)cc(Cl)c2cccnc12)N1CCCCC1
→ i	i	i	-0.1	4.3	i	i	i	i	i	i
- COc1ccc(C(OC(=O)c2ccco2)C(=O)NC2CCCC2)cc1 (stereo unspecified)
→ i	i	i	0.0	17.7	i	i	i	i	i	i
- CCOc1ccc(N(C(C)C(=O)NC(C)CC)S(C)(=O)=O)cc1 (stereo unspecified)
→ i	i	i	-0.4	10.5	i	i	i	i	i	i
- O=C(NCc1cccnc1)NC(=O)c1ccc(Cl)cc1
→ i	i	i	-2.3	9.1	i	i	i	i	i	i
- CCOC(=O)CCNC(=O)N1CCCC(CNS(=O)(=O)c2cccs2)C1 (stereo unspecified)
→ i	i	i	0.2	25.4	i	i	i	i	i	i
- O=C(NCCc1ccncc1)c1ccccc1F
→ i	i	i	0.0	22.9	i	i	i	i	i	i
- Cc1ccc(CSCC(=O)Nc2ccccc2)cc1
→ i	i	i	-2.2	-47.1	i	i	i	i	i	i
- O=C(Oc1c(Cl)cc(Cl)c2cccnc12)c1cccc([N+](=O)[O-])c1
→ i	i	i	0.2	-0.8	i	i	i	i	i	i
- CCN(CC)C(=O)c1[nH]cnc1C(=O)N[C@@H](CC(C)C)C(=O)OCc1ccccc1
→ i	i	i	0.1	14.6	i	i	i	i	i	i
- Cc1cc(C)n(Cc2nc3ccccc3n2C)n1
→ i	i	i	-0.1	10.2	i	i	i	i	i	i
- O=C([C@H](Cc1ccccc1)NS(=O)(=O)c1ccc(Cl)cc1)N1CC[C@@]2(O)CCCC[C@H]2C1
→ i	i	i	0.0	14.6	i	i	i	i	i	i
- O=C(NO)C1CC2C=CC1C2 (stereo unspecified)
→ i	i	i	/	24.2	i	i	i	i	i	i
- O=C(Nc1nc(=O)c2ccccc2s1)c1ccc(Cl)cc1
→ i	i	i	0.9	13.6	i	i	i	i	i	i
- COc1ccc(CC(=O)Nc2cc(C)ccn2)cc1
→ i	i	i	1.8	5.2	i	i	i	i	i	i
- Cc1cc(=O)n2c(ccc3ccccc32)c1C#N
→ i	i	i	-1.0	15.9	i	i	i	i	i	i
- CCC(=O)N(C(=O)CC)N1CCN(c2ccncc2S(=O)(=O)N2CCCCC2)CC1
→ i	i	i	-0.8	11.2	i	i	i	i	i	i
- Nc1ccc2nn(-c3cc([N+](=O)[O-])ccc3O)nc2c1
→ i	i	i	-0.8	5.3	i	i	i	i	i	i
- Cc1cc(N/N=C/c2cccc(Br)c2)nc2ccccc12
→ i	i	i	3.1	11.3	i	i	i	i	i	i
- CCOc1ccc2c(c1)C(c1ccccc1)=NNC(c1ccccc1)=N2
→ i	i	i	4.5	38.2	i	i	i	i	i	i
- COc1ccc([N+](=O)[O-])cc1NC(=S)Nc1ccccc1
→ i	i	i	0.8	12.8	i	i	i	i	i	i
- CCOC(=O)c1c(C)c(C(=O)N2CCN(c3cccc(Cl)c3)CC2)c(C)n1C
→ i	i	i	-0.1	15.7	i	i	i	i	i	i
- Cc1nn(-c2ccccc2)c(Cl)c1C(=O)NC1CCCCC1
→ i	i	i	-0.1	16.4	i	i	i	i	i	i
- CCN1CCN(S(=O)(=O)c2cc3c(cc2Cl)NC(=O)CO3)CC1
→ i	i	i	-0.1	0.3	i	i	i	i	i	i
- COc1ccc(Cl)cc1N(CC(=O)NC1CC2CCC1C2)S(=O)(=O)c1ccccc1 (stereo unspecified)
→ i	i	i	-0.4	22.2	i	i	i	i	i	i
- Cc1ccc(OCCNCC(O)COc2ccccc2)cc1 (stereo unspecified)
→ i	i	i	-0.3	-0.4	i	i	i	i	i	i
- COc1cc(C)ccc1OCCCCOc1ccccc1C(C)=O
→ i	i	i	-0.1	8.6	i	i	i	i	i	i
- COC(=O)c1ccc(Cn2cc(Cl)cn2)o1
→ i	i	i	-0.7	-12.0	i	i	i	i	i	i
- CS(=O)(=O)N1CCN(c2ccccc2NC(=O)c2ccc(-c3ccc(Br)cc3)o2)CC1
→ i	i	i	0.8	1.4	i	i	i	i	i	i
- COc1ccc(C(=O)NCC(c2cccs2)N2CCc3ccccc32)cc1OC (stereo unspecified)
→ i	i	i	-51.5	26.6	i	i	i	i	i	i
- CC(=O)c1c(C)nn(-c2ccccc2)c1C
→ i	i	i	0.4	21.7	i	i	i	i	i	i
- COc1ccccc1NS(=O)(=O)c1ccc(O)c(C(=O)OCC(=O)Nc2ccccc2F)c1
→ i	i	i	-0.2	19.3	i	i	i	i	i	i
- CCCCC(NC(C)=O)c1nc2ccccc2n1CCCC (stereo unspecified)
→ i	i	i	-0.7	7.8	i	i	i	i	i	i
- COc1cc(OC)c(OC)cc1/C=C1/C(=O)N=C(N)N1C
→ i	i	i	-0.6	25.2	i	i	i	i	i	i
- COc1ccc(-c2nnc(SCc3nnc(-c4ccccc4)o3)n2C)cc1OC
→ i	i	i	1.4	31.5	i	i	i	i	i	i
- COc1cc(C(=O)NC(=S)Nc2ccc(Cl)cn2)cc(OC)c1OC
→ i	i	i	0.5	53.4	i	i	i	i	i	i
- CCOCc1nnc(NC(=O)CSc2ccc(C)cc2)s1
→ i	i	i	-0.1	22.2	i	i	i	i	i	i
- CCOc1cc(C(=S)N2CCOCC2)cc(Br)c1OS(=O)(=O)c1ccccc1
→ i	i	i	0.4	32.7	i	i	i	i	i	i
- Cc1ccc(N2CC(C(=O)Nc3nc4ccc(S(C)(=O)=O)cc4s3)CC2=O)cc1C (stereo unspecified)
→ i	i	i	0.0	20.8	i	i	i	i	i	/
- Cc1ccc(C(=O)Nc2nncs2)cc1S(=O)(=O)N1CCOCC1
→ i	i	i	-0.5	15.8	i	i	i	i	i	i

Look-ups from above:
For HIF act, COc1cc(C)ccc1OCCCCOc1ccccc1C(C)=O is listed with -0.1
For HIF act, COc1ccccc1NS(=O)(=O)c1ccc(O)c(C(=O)OCC(=O)Nc2ccccc2F)c1 is listed with -0.2

Additional compounds:
Values run as follows: TRPC4 potent	MrgX1 ag	MrgX1 antagonist	HIF act	AI-2 QS mod	TRPC6 activator	TRPC6 inh	TRPC4 agonist	MrgX1 allo act	TRPC4 inh	PolyA inhibitor
- Cc1c(CC(=O)O)c(=O)oc2cc(OCc3ccc(F)cc3F)ccc12
→ i	i	i	0.4	26.8	i	i	i	i	i	i
- O=C(CCc1nnc(CCc2ccccc2)o1)N1CCCCC1CCn1cccn1 (stereo unspecified)
→ i	i	i	0.5	14.0	i	i	i	i	i	i
- CCN(Cc1ccccc1)S(=O)(=O)c1ccc2c(c1)NC(=O)CS2
→ i	i	i	2.0	0.9	i	i	i	i	i	i
- COC(=O)c1cccc(/C=N/NC(N)=S)c1O
→ i	i	i	0.2	-57.5	i	i	i	i	i	i
- O=C(NCCCn1ccnc1)/C(=C/c1cccnc1)NC(=O)c1ccco1
→ i	i	i	-0.1	15.9	i	i	i	i	i	i
- COc1ccc(CCNC(=O)c2c(O)c3ccccc3[nH]c2=O)cc1OC
→ i	i	i	0.6	8.9	i	i	i	i	i	i
- O=C(NC1CCS(=O)(=O)C1)c1ccccc1C(=O)c1ccccc1 (stereo unspecified)
→ i	i	i	-0.2	29.7	i	i	i	i	i	/
- COc1cccc(NC(=S)N2CCN(c3ccccn3)CC2)c1
→ i	i	i	0.9	5.3	i	i	i	i	i	i
- CC1(C)CC(=O)C(C=NC2CC(C)(C)NC(C)(C)C2)=C(O)C1
→ i	i	i	-0.4	13.2	i	i	i	i	i	i
- FC(F)Sc1nnc(-c2cccs2)n1-c1ccccc1
→ i	i	i	0.0	22.8	i	i	i	i	/	i
- c1ccc(N2CCN(c3ccccc3)C2c2cccs2)cc1
→ i	i	i	1.1	0.4	i	i	i	i	i	i
- CCCCCN(C(=O)CCC(=O)OCC(=O)N(C)c1ccccc1)c1c(N)n(CCCC)c(=O)[nH]c1=O
→ i	i	i	1.4	16.2	i	i	i	i	i	i
- O=C1CCCN1CCC1CCN(C(=O)Nc2ccccc2)CC1
→ i	i	i	0.0	34.1	i	i	i	i	i	i
- O=C(NC(=S)N1CCN(c2ccccn2)CC1)c1ccccc1
→ i	i	i	0.0	9.6	i	i	i	i	i	i
- CNc1nc(N)c([N+](=O)[O-])c(Nc2ccccc2OC)n1
→ i	i	i	0.0	-0.3	i	i	i	i	i	i
- O=C(NNC(=O)C1CC1)Nc1ccc(Cl)cc1
→ i	i	i	/	5.3	i	i	i	i	i	/
- CCOC(=O)C1=C(C)N=c2s/c(=C3\C(=O)Nc4ccccc43)c(=O)n2C1c1ccc2c(c1)OCO2 (stereo unspecified)
→ i	i	i	0.0	27.9	i	i	i	i	i	i
- CSc1cccc(NC(=S)N2CCC(c3ccccc3)C2)c1 (stereo unspecified)
→ i	i	i	2.1	4.8	i	i	i	i	i	i
- Cc1ccc(OCC(=O)NNC(=O)CCc2ccccc2)c(Br)c1
→ i	i	i	-0.6	/	i	i	i	i	i	i
- CCc1cc(C(=O)N/N=C/c2c(C)[nH]c3ccccc23)cs1
→ i	i	i	-7.2	3.5	i	i	i	i	i	i
- O=C(NCCN1CCCCCC1)C1CCC(CNS(=O)(=O)c2cccc3cccnc23)CC1 (stereo unspecified)
→ i	i	i	/	18.4	i	i	i	i	i	i

Assay outcomes (PubChem BioAssay)
